# High-throughput results as filed in PubChem.
# Rpn11 inh – Rpn11 (PSMD14) deubiquitinase inhibitors, primary screen, biochemical, fluorescence polarization, uHTS; 26S proteasome non-ATPase regulatory subunit 14 (Homo sapiens), O00487; human 26S proteasome, Ub4-pepOG fluorescence polarization; 20S core pre-blocked with epoxomicin; calls only at 20 µM; hit rate 0.59% among 360,000; AID 588493, 2011;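 active = inhibition at 20 µM, scaled to each plate's controls, above about 33%, limit read from the data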
# MsrA inh – bovine MsrA enzyme inhibitors, primary screen, biochemical, absorbance, HTS; Methionine sulfoxide reductase A (Bos taurus); purified bovine MsrA, absorbance read-out; inhibition, % at 15.5 µM; hit rate 0.75% among 360,000; in the data active = inhibition above about 4.5%;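 also: 0% = vehicle wells with enzyme and 100% = reference inhibitor wells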
# Scp1 inh – Scp-1 phosphatase inhibitors, primary screen, biochemical, colorimetric, uHTS; Carboxy-terminal domain RNA polymerase II polypeptide A small phosphatase 1 (Homo …; Recombinant Scp1, phosphopeptide, malachite green phosphate absorbance; inhibition, % at 20 µM; hit rate 0.88% among 340,000;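 active = inhibition above about 50% at 20 µM, limit read from the data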;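 also: plate controls were DMSO wells with enzyme for no effect and wells lacking enzyme for full effect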
#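 Test system: SCP-1 phosphatase catalytic domain, residues 76-261; measured by: colorimetric phosphate reagent with accelerator and stabiliser, absorbance at 630 nm; timing: enzyme reaction 45 min at room temperature, colour 5 min, stabilisation 30 min; also added: Phosphorylated 17-residue peptide substrate; compound dosing: one concentration, 20 µM, with 1.0% DMSO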
# LMPTP inh – LMPTP phosphatase inhibitors, primary screen, biochemical, fluorescence intensity, uHTS. Low molecular weight phosphotyrosine protein phosphatase (Homo sapiens), P24666. recombinant LMPTP-A, OMFP fluorogenic substrate. inhibition, % at 20 µM. hit rate 0.22% among 360,000. AID 651560, 2012;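 active = compounds that cut the enzyme signal by at least half of the control window in the single-dose screen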;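 also: plate controls were DMSO wells with enzyme plus substrate for no effect and substrate without enzyme for full effect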
#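 test system = LMPTP-A | amount = 0.625 nM LMPTP-A final | reagent = fluorogenic phosphatase substrate OMFP at 400 µM final | incubation = 50 min at room temperature | benchmarks = no-enzyme low control, uninhibited high control | medium = Bis-Tris pH 6.0, DTT, detergent | signal = fluorescence intensity of OMFP turnover product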
# TbMetRS inhib – T. brucei MetRS inhibitors, primary screen, biochemical, luminescence. methionyl-tRNA synthetase (Trypanosoma brucei brucei). purified T. brucei MetRS, ATP depletion, Kinase-Glo luminescence. inhibition, % at 11.9 µM. hit rate 0.4% among 360,000. AID 624268, 2012;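 active = inhibition above a per-plate cutoff of the control wells' mean inhibition plus 3 SD, cut at about 5.5% in these data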;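 also: 0% = DMSO wells median and 100% = median of wells with control inhibitor compound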
#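 Material: parasite MetRS enzyme / Replication: singlicate, one well per compound / Signal: luminescence of leftover ATP / Schedule: 2 h aminoacylation at 25 °C after 15 min preincubation / Medium: HEPES-MgCl2-KCl buffer plus DTT, spermine, BSA, pyrophosphatase / Doses: 11.9 µM single point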
# NadD inh – inhibitors of S. aureus NadD, primary screen, biochemical, colorimetric, uHTS; hit rate 0.78% among 360,000; inhibition, % at 20 µM; purified NadD enzyme, colorimetric absorbance read-out; AID 602399, 2012; Nicotinate-nucleotide adenylyltransferase NadD (Staphylococcus aureus N315); in the data active = inhibition above about 26%; also: some compounds past the cut are filed as inactive
# STEP inh – STEP phosphatase inhibitors, primary screen, biochemical, fluorescence intensity, uHTS; inhibition, % at 20 µM; recombinant STEP, OMFP fluorogenic substrate; Tyrosine-protein phosphatase non-receptor type 5 (Homo sapiens), P54829; hit rate 0.25% among 360,000;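 active = inhibition at 20 µM, scaled per plate between control wells, above about 37%, limit read from the data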;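 also: 0% = DMSO with enzyme and substrate and 100% = substrate only without enzyme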
# Target sequence (P54829 whole entry, looked up): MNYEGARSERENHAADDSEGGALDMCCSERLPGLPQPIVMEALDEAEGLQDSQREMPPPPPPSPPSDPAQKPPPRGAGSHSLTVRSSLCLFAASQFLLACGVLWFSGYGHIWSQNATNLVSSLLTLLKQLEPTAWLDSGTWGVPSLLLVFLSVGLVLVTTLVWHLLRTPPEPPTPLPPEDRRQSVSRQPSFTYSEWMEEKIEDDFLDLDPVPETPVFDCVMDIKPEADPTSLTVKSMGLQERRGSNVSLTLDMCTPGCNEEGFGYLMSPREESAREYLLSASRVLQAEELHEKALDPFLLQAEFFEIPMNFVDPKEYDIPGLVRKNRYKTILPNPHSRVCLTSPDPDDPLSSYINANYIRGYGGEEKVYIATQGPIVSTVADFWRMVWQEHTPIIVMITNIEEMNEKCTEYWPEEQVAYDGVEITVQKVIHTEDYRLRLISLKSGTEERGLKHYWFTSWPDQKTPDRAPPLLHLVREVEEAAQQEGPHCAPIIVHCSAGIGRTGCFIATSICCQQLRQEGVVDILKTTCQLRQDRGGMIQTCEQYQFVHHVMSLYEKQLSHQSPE
#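 Measure: Control-normalized % inhibition with plate pattern correction | Test system: STEP phosphatase, cell-free reaction | Medium: pH 6.0 Bis-Tris with DTT and Tween 20 | Technique: Fluorescence, 480/540 nm | Times: Reaction 20 min, ambient temperature | Doses: Single compound dose of 20 µM, 1% DMSO final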
# SUMO1 PPI mod – modulators of SUMO1 protein-protein interactions, primary screen, biochemical, uHTS; SUMO1 binding to a labelled peptide, TR-FRET, 1 h; inhibition, % at 20 µM; hit rate 0.33% among 360,000; in the data active = inhibition above about 37%
# Target sequence (P63165 whole entry, looked up): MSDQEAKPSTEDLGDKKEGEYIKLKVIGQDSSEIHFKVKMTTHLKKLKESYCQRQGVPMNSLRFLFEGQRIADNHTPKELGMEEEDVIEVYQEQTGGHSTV
# DNMT1 inh – human DNMT1 methyltransferase inhibitors, primary screen, biochemical, molecular beacon, fluorescence, HinP1I cleavage, uHTS; inhibition (reported as % activation of signal), % at 10 µM; hit rate 0.83% among 360,000; in the data active = inhibition above about 50%
# CSN deneddyl inh – inhibitors of CSN-mediated cullin deneddylation, primary screen, biochemical, fluorescence polarization, uHTS. COP9 signalosome complex subunit 5 (Homo sapiens), Q92905. Purified CSN, SCF-Nedd8-OG deneddylation. inhibition, % at 12.5 µM. hit rate 0.38% among 360,000;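 active = pattern-corrected inhibition above about 35%, with an unprinted fluorescence ratio check between 0.5 and 1.5, limit read from the data, passing the limit was not always enough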;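 also: 0% = enzyme with substrate and 100% = substrate without enzyme; some results filed as inactive read as strong as hits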
# Target sequence (Q92905 whole entry, looked up, one chain of several): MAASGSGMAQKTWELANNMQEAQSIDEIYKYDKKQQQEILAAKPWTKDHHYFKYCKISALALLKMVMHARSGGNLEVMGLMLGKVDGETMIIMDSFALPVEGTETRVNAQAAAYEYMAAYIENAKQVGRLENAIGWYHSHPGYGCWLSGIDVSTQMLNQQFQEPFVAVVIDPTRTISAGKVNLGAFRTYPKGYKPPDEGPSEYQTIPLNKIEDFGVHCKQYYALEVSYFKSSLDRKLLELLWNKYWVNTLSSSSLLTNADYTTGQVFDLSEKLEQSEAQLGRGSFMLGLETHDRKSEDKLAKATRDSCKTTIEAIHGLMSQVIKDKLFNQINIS
#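 test system = HEK293T-derived human Csn5 enzyme | amount = 0.24 nM Csn5 enzyme, final concentration | medium = Tris/NaCl/DTT buffer, pH 7.5 | schedule = 90 min reaction at room temperature | signal = FP | evaluation = inhibition of Csn5 cleavage, % | compound dosing = single dose of 12.5 µM compound with 0.25% DMSO | probe or stimulus = 10 nM SCFSkp2-Nedd8OG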
# Active calls of the source: *; i = inactive; . = not tested or not shown.
SMILES,Rpn11 inh,MsrA inh,Scp1 inh,LMPTP inh,TbMetRS inhib,NadD inh,STEP inh,SUMO1 PPI mod,DNMT1 inh,CSN deneddyl inh
C=CCn1c(C(C)NC(=O)c2ccccc2)n[nH]c1=S (configuration not stated),i,1.6,-4,-2.8,-0.8,-1,1,-3,5,-4
COCc1c(C(=O)NC2CCCCCC2)oc2ccccc12,i,-0.6,-14,-0.2,-0.2,-3,1,-1,0,0
COc1ccc(Nc2ccc(OC)cc2)cc1,i,-2.4,-10,8.7,0.0,18,10,20,56*,1
CCCn1c(N)c(C(=O)COC(=O)/C=C/c2ccc(OC(F)F)c(OC)c2)c(=O)[nH]c1=O,i,-0.9,-4,-1.7,0.3,5,0,2,8,3
COc1ccccc1CNC(=O)c1cccc2c1C(=O)N(Cc1cccnc1)C2,i,-0.4,6,-0.3,-0.5,-1,1,-2,6,1
COc1ccc(C(=O)/C=C/Nc2ccc(NC(C)=O)cc2)cc1OC,i,2.4,-6,1.9,-0.4,-3,2,-17,-3,-9
COC(=O)c1[nH]c(C)c(/C(O)=C2\C(=O)C(=O)N(CCN3CCOCC3)C2c2cccs2)c1C (configuration not stated),i,3.8,-9,-1.0,-0.3,-4,-2,2,-1,3
CCOC(=O)n1cc(C(=O)c2ccccc2O)cn1,i,-0.1,-7,-2.4,-0.6,-5,-2,-7,3,0
O=C(NC1CCCC1)C(c1ccc(Cl)cc1)N(C(=O)c1csnn1)C1CC1 (configuration not stated),i,0.2,1,-0.8,-0.5,-8,0,0,0,6
O=C(COC(=O)c1cc2ccccc2cc1O)NCc1ccccc1,i,0.3,-12,-0.7,-0.1,-3,-2,1,3,-4
CNC(=S)NNC(=O)c1cccn(Cc2cccc(Cl)c2)c1=O,i,1.9,-14,-2.3,-0.9,-1,1,-4,2,5
Cc1ccccc1C(=O)N1CCN(c2ccc(NC(=O)c3cccnc3)cc2)CC1,i,1.1,-6,-0.4,-0.9,-2,0,1,0,4
CCCC1CCC(=NNC(=S)NCCc2ccccc2)CC1 (configuration not stated),i,0.1,-6,2.8,-0.1,7,9,-3,6,-2
CC(C)c1nnc(NC(=O)c2sc3ccccc3c2Cl)s1,i,2.5,-23,-1.5,0.8,2,1,3,0,4
COc1ccc(S(N)(=O)=O)cc1C(=O)NCCCN1CCN(c2cccc(Cl)c2)CC1,i,-0.2,-2,0.3,-0.3,-7,-1,1,-4,2
COc1ccc(/C=C2/SC(=O)N(CCC(=O)Nc3ccccc3)C2=O)cc1OC,i,0.8,3,0.3,-0.7,1,1,-5,62*,2
COc1ccc(-n2nc(C(=O)N(C)C3CCCCC3)c3ccccc3c2=O)c(OC)c1,i,1.7,-5,0.0,0.0,0,1,3,2,-2
C=CCNC(=O)c1cc(=O)c2ccccc2o1,i,-0.1,-3,-1.5,-1.7,2,-2,-16,1,2
CCOc1ccccc1NC(=O)CSc1nnc(C2CC2)n1CC,i,0.1,-10,-0.2,-0.7,-1,-2,0,0,3
O=C(COC(=O)CNC(=O)c1ccccc1)NCCCc1ccccc1,i,0.3,14,0.3,0.2,-4,-4,16,1,1

# 4 records drawn at random from those above, as already listed:
SMILES,Rpn11 inh,MsrA inh,Scp1 inh,LMPTP inh,TbMetRS inhib,NadD inh,STEP inh,SUMO1 PPI mod,DNMT1 inh,CSN deneddyl inh
CCCC1CCC(=NNC(=S)NCCc2ccccc2)CC1 (configuration not stated),i,0.1,-6,2.8,-0.1,7,9,-3,6,-2
O=C(COC(=O)CNC(=O)c1ccccc1)NCCCc1ccccc1,i,0.3,14,0.3,0.2,-4,-4,16,1,1
CC(C)c1nnc(NC(=O)c2sc3ccccc3c2Cl)s1,i,2.5,-23,-1.5,0.8,2,1,3,0,4
Cc1ccccc1C(=O)N1CCN(c2ccc(NC(=O)c3cccnc3)cc2)CC1,i,1.1,-6,-0.4,-0.9,-2,0,1,0,4

# New compounds follow
SMILES,Rpn11 inh,MsrA inh,Scp1 inh,LMPTP inh,TbMetRS inhib,NadD inh,STEP inh,SUMO1 PPI mod,DNMT1 inh,CSN deneddyl inh
Cc1ccc2nc(NCc3ccccc3)c(C=NCc3ccccc3)c(=O)n2c1,i,0.3,10,6.3,-0.4,4,1,-11,-5,4
COc1ccc(OC)c(NC(=O)COC(=O)C2CCN(C(=O)c3ccc(Cl)cc3)CC2)c1,i,-1.4,-8,-0.6,-0.5,-3,13,0,0,-2
CCOC(=O)C1CCN(C(=O)c2ccc(OC)cc2OC)CC1,i,2.5,-6,-0.5,-0.5,-3,2,1,4,1
Cc1ccc(Nc2nc(-c3cccnc3)cs2)cc1C,i,1.8,22,1.9,-0.3,-5,1,-7,-6,-1
COc1cc(C)ccc1NC(=O)c1ccc(S(=O)(=O)N2CCOCC2)cc1,i,-0.6,-8,-1.2,-2.0,-3,3,-1,-1,2
COc1ccc2[nH]c(=S)[nH]c2c1,i,0.8,-7,-1.8,-1.3,-1,-1,0,4,0
CCOc1cccc(-c2cc(=O)[nH][nH]2)c1,i,-0.4,8,-2.6,0.5,-6,8,2,-17,-3
CCc1ccc(NC(=O)c2cnn3c(C(F)F)cc(C)nc23)cc1,i,0.1,-7,0.9,0.4,-3,0,-3,3,6
O=C(Nc1ccncc1)c1cc(-c2ccccn2)nc2ccccc12,i,0.9,-5,0.0,0.7,5,-4,-18,-8,-7
COc1cnc(-c2ccccn2)nc1Oc1c(C)cccc1C,i,-1.8,4,0.4,0.2,7,1,3,-1,1
O=C(O)CCCN1C(=O)/C(=C\C(Cl)=C\c2ccccc2)SC1=S,i,0.6,-10,3.4,-1.2,10,9,28,40,40*
COCc1c(C(=O)OCc2nnc(-c3ccc([N+](=O)[O-])cc3)o2)oc2ccccc12,i,0.6,-16,-0.1,-0.2,1,2,-33,-14,-1
COCc1ccc(C(=O)N2CCCC(C(=O)c3cccc(C(F)(F)F)c3)C2)o1 (configuration not stated),i,-0.3,0,-1.6,-1.1,-10,0,-4,2,8
CC(C)CC1NC(=O)N(CC(=O)Nc2cc([N+](=O)[O-])ccc2F)C1=O (configuration not stated),i,0.6,-2,-1.0,0.1,-3,-2,-31,0,1
CCN1C(=O)NC(c2ccccc2)C1=O (configuration not stated),i,0.8,-17,1.0,-2.1,2,-1,5,0,-1
COc1ccc(NC(=O)CSc2n[nH]c(=O)n2Cc2ccccc2)cc1Cl,i,-1.4,-5,0.1,-1.7,-3,-2,0,-6,6
COc1cc(C(C(=O)NC2CCCCC2)N(C(=O)Cc2c[nH]c3ccccc23)c2ccc(C)cc2)cc(OC)c1OC (configuration not stated),i,-0.6,-2,3.6,0.0,8,0,4,-16,-7
Cc1cccc(COC[C@H](Cc2ccccc2)N2CCN(C(=O)c3ccc(Cl)c(Cl)c3)CCC2=O)c1,.,1.7,.,4.1,-2.0,-4,.,2,.,1
O=C(CSc1ccc(-c2ccccn2)nn1)Nc1ccc(F)c(F)c1,i,0.1,-7,3.5,-0.2,3,-2,10,1,6
COc1cc(NC(=O)c2cccnc2Sc2ccc(C)c(C)c2)cc(OC)c1OC,i,1.9,-8,-0.6,-1.9,-2,-4,-2,1,-18
NC(Cc1ccc2nonc2c1)C(=O)O (configuration not stated),i,-0.3,-15,0.0,-0.6,-4,-3,-8,1,-3
COCCCNC(=O)c1cc(Cc2ccccc2)sc1N,.,-0.6,.,1.2,-0.1,.,.,-1,.,1
O=c1[nH]cc(S(=O)(=O)N2CCN(c3ccccc3F)CC2)c(=O)[nH]1,i,-0.2,.,-2.2,0.2,-5,-3,4,5,0
Cc1cccc(OCc2ccc(C(=O)Nc3cc(C)on3)o2)c1,i,-1.2,2,-0.7,-0.2,-6,5,1,5,-4
CC(C)CC(=O)N1CCC(O)(CS(=O)(=O)c2ccc(Cl)c(Cl)c2)CC1,i,-0.6,-10,-1.7,0.5,-5,-1,-2,0,4
CN(C(=O)CCc1nnc(Cc2ccc(-c3ccccc3)cc2)o1)C1CCOCC1,i,2.8,-5,-0.6,0.2,-1,0,3,-1,3
COc1ccc(C(C)C)cc1S(=O)(=O)N1CCN(c2ccccc2)CC1,i,0.5,-5,3.2,0.2,-12,-1,0,6,-10
CCCCNC(=O)Cn1nc(-c2ccc(C)cc2)ccc1=O,i,.,-3,0.3,-1.4,3,1,-12,0,-4
CCN(CCCNC(=O)c1[nH]c(C)c(C(C)=O)c1C)c1ccccc1,i,1.9,0,0.0,-0.5,-2,-2,3,1,0
O=C(Nc1nnc(S(=O)(=O)N2CCCC2)s1)c1ccccc1F,i,2.0,-3,0.3,-0.3,-2,-2,9,1,2
O=C(Cn1c2[n+](c3ccc(C(F)(F)F)cc31)CCCCC2)Nc1c(F)cccc1F,i,0.9,1,-0.5,17*,-3,1,-1,0,-5
O=C(O)/C(=C\c1ccc(Cl)c([N+](=O)[O-])c1)c1ccc(S(=O)(=O)N2CCCC2)s1,i,2.3,66*,28,1.1,6,6,11,72*,19
O=C(OCc1ccccc1)N1CCC2CC1c1cc(N3CCN(S(=O)(=O)c4cc(Cl)cc(Cl)c4)CC3)ccc12 (configuration not stated),i,0.1,.,1.1,-1.2,13,-1,0,4,-2
Cc1ccc(CN2CCN(Cc3c(C)nn(C(C)C)c3C)CC2CCO)o1 (configuration not stated),i,1.1,1,-0.2,0.0,-6,-5,-2,0,2
Fc1ccc(Cn2ccc(-c3cnc(-c4ccccc4)s3)n2)cc1,i,1.8,-16,4.4,0.0,-5,0,-5,-12,5
CCOC(=O)C1CCN(Cc2ccccc2C)CC1,i,0.3,-11,-0.5,-0.3,4,-1,-5,0,6
